# Bioassay records from PubChem BioAssay.
# QS inhibitor: S. aureus quorum sensing inhibitors, primary screen, RNAIII-GFP reporter, flow cytometry | inhibition, % at 2 µM | AID 527, 2006 | S. aureus RN6390 RNAIII-GFP reporter, AIP-induced, flow cytometry 3 h | 24,000 compounds, 0.3% hits;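 active means share of bacteria positive for the green fluorescent reporter and its mean brightness both inhibited by 50% or more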;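 further: 0% = AIP-stimulated control and 100% = unstimulated bacteria without AIP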
# QS inhibitor GFP MFI %: recorded beside QS inhibitor, whose call it bears; inhibition, %; measured here: inhibition of GFP MFI
# * marks the source's active call; other numbers are inactive results.
1: O=S(=O)(c1ccc2nc(Cc3cccc(C(F)(F)F)c3)[nH]c2c1)N1CCOCC1
2: O=C(NCc1n[nH]c(=S)n1-c1ccccc1)c1ccc(S(=O)(=O)N2CCOCC2)cc1
3: Cc1cc(C(=O)N2CCN(C/C=C/c3ccccc3)CC2)no1
4: CC(CNCc1ccc2c(c1)OCO2)NCc1ccc2c(c1)OCO2 (stereo not given)
5: COC(=O)c1oc2ccc(OC)cc2c1N
6: O=S1(=O)C=C(Sc2nc3ccccc3s2)c2ccccc21
entry no.	1	2	3	4	5	6
QS inhibitor	-1.9	10.1	-3.8	0.2	0.4	-12.9
QS inhibitor GFP MFI %	2.7	45.2	-28.7	-7.9	0.2	-31.5

7: O=C(CSc1nnc(-c2ccccc2)o1)N1CCN(c2ccccc2)CC1
8: Nn1c(SCC(=O)NC2CCCCC2)nnc1C1CC1
9: CCc1ccccc1NC1c2ccccc2C(=O)N1Cc1ccco1 (stereo not given)
10: COc1ccc(CCNC(=O)C2CCN(S(=O)(=O)c3cccc4nonc34)CC2)cc1OC
11: Cc1ccc(Cn2ccc(NC(=O)C3C4CCC(C4)C3C(=O)O)n2)cc1 (stereo not given)
12: Cc1ccc(-n2c(=O)c3sccc3n(CC(=O)N3CCCC3)c2=O)cc1
entry no.	7	8	9	10	11	12
QS inhibitor	-0.3	1.1	9.4	-3.0	3.1	-1.7
QS inhibitor GFP MFI %	3.1	5.6	13.6	-22.4	17.1	7.2

13: N#CCSc1nc(-c2ccccc2)cs1
14: CCOc1ccc(C2C(C(=O)NC)=C(C)Nc3nc4ccccc4n32)cc1OC (stereo not given)
15: CCN(Cc1cc2cc(OC)ccc2[nH]c1=O)C(=O)c1ccncc1
16: O=c1[nH]c2c(s1)C(c1ccccc1)C1C3CCC(C3)C1S2 (stereo not given)
17: CCOC(=O)N1CCC(N2C(=O)c3ccccc3C2Nc2ccc3c(c2)OCCO3)CC1 (stereo not given)
18: Cc1onc(-c2ccccc2Cl)c1C(=O)N1CCCCC1C(=O)O (stereo not given)
entry no.	13	14	15	16	17	18
QS inhibitor	-1.5	2.9	3.5	10.1	0.4	-9.6
QS inhibitor GFP MFI %	-20.5	6.8	9.9	17.8	4.9	-15.6

19: Cc1ccc2c(C(=O)CN3CCSCC3)c(C)[nH]c2c1
20: CCOC(=O)N1CCC(=C2c3ccc(Cl)cc3CCc3cccnc32)CC1
21: Cc1ccc(S(=O)(=O)N2CCN(C(=O)c3cc(=O)[nH]c4ccccc34)CC2)c(C)c1
22: CCOC(=O)c1ccc(NC(=O)CN(c2ccc(C)cc2)S(=O)(=O)c2c(C)n[nH]c2C)cc1
23: O=C(c1ccc2c(=O)n(Cc3ccc4c(c3)OCO4)c(=S)[nH]c2c1)N1CCCCC1
24: COc1ccc(C(=O)N2CCN=C2SC)cc1OC
entry no.	19	20	21	22	23	24
QS inhibitor	-0.6	-0.4	0.1	4.5	5.7	-2.8
QS inhibitor GFP MFI %	3.0	-35.9	6.4	22.5	20.0	0.8

25: COc1ccc(-n2c(Cc3cccn3C)nnc2SCC(=O)Nc2ccc(C)cc2C)cc1
26: CCn1nc(NC(=O)c2cccnc2)c2cc3ccccc3nc21
27: CCC(=O)Nc1c2c(nc3c1CCC3)CCCC2
28: CC1CC(=O)N(Cc2ccccc2)c2ccccc2N1C=O (stereo not given)
29: O=C(Nc1ccc2ccccc2c1)N1CCN(c2ncccc2C(F)(F)F)CC1
30: CC1(C)C(c2ccccc2)=NC(c2ccccc2)N1O (stereo not given)
entry no.	25	26	27	28	29	30
QS inhibitor	-6.1	-0.1	2.1	-0.3	8.0	0.3
QS inhibitor GFP MFI %	-15.0	-41.5	2.6	4.8	20.9	6.9

31: Cc1cccc2cc(C(c3nnnn3C(C)(C)C)N3CCN(C(=O)c4ccco4)CC3)c(=O)[nH]c12 (stereo not given)
32: CCC(Sc1nc(-c2ccccc2)c(C#N)c(=O)[nH]1)C(=O)Nc1cc(C)on1 (stereo not given)
33: CCn1c(COc2cccc3ccccc23)nnc1SCC(N)=O
34: COc1cc2c(C(=O)NCCCN3CC(C)CC(C)C3)cn(CC(C)C)c(=O)c2cc1OC (stereo not given)
35: COc1cc(S(=O)(=O)NC2CCCCC2)ccc1Cl
36: CCN(CC)CCCNC(=O)c1cc(-c2ccc(Cl)c(Cl)c2)on1
entry no.	31	32	33	34	35	36
QS inhibitor	0.9	0.1	-0.8	0.9	5.2	-5.9
QS inhibitor GFP MFI %	5.4	2.0	3.7	7.4	11.4	-9.6

37: CCN(CCCNC(=O)CNC(=O)Cn1cnc2ccccc2c1=O)c1cccc(C)c1
38: Cc1cccc(N2C(=O)CC(N3CCN(Cc4ccc(Cl)cc4)CC3)C2=O)c1 (stereo not given)
39: COc1nc(N(c2ccccc2)c2ccccc2)nc(-n2ccnc2)n1
40: C=CCn1c(SCC2=C(C(=O)OCC)C(C)NC(=O)N2)nnc1C1CCCCC1 (stereo not given)
41: Cc1ccc(NC(=O)c2ccc(F)c(S(=O)(=O)N3CCOCC3)c2)cc1F
42: O=c1c2cc3ccccc3n2cnn1Cc1ccccc1F
entry no.	37	38	39	40	41	42
QS inhibitor	17.8	-1.0	5.5	-1.3	0.6	3.3
QS inhibitor GFP MFI %	59.3	-8.1	25.4	-1.9	10.0	32.8

43: COC(=O)c1cccc(S(=O)(=O)N2CCN(c3nc4ccccc4s3)CC2)c1
44: CCOC(=O)N(C)c1ccc(C(O)(C(F)(F)F)C(F)(F)F)cc1
45: CC(NC(=O)CNC(=O)OCc1ccccc1)C(=O)N1CC(O)CC1C(=O)OCc1ccccc1 (stereo not given)
46: COc1cccc(OC)c1C(=O)N1CCOCC1
47: CCN1CCCC1CN(Cc1cc2cc(C)ccc2[nH]c1=O)C(=O)Nc1ccccc1OC (stereo not given)
48: O=C(Nc1ccccc1)c1cccc(N2CCCC2=O)c1
entry no.	43	44	45	46	47	48
QS inhibitor	-0.2	18.0	-5.1	-0.1	-2.1	-0.5
QS inhibitor GFP MFI %	-7.1	27.3	-29.7	-4.2	-7.4	3.2

49: CC(=O)OCC(=O)[C@H]1CC[C@H]2[C@@H]3CCC4=CC(=O)CC[C@]4(C)[C@H]3CC[C@]12C
50: O=C(Nc1ccccc1C(F)(F)F)c1cc(S(=O)(=O)N2CCOCC2)ccc1F
51: CC(=O)N1CCc2cc(Br)cc(S(=O)(=O)NCCN3CCCCC3C)c21 (stereo not given)
52: Cc1noc(C)c1S(=O)(=O)N1CCCC(C(=O)Nc2cccnc2)C1 (stereo not given)
53: Cc1cccc(NC(=O)C2CCN(S(=O)(=O)c3cccc4cccnc34)CC2)c1
54: COc1ccc(Cl)cc1N(C)C(=O)CCc1nc(-c2ccc(C)cc2)no1
entry no.	49	50	51	52	53	54
QS inhibitor	0.6	-5.0	-1.5	-4.5	0.1	2.3
QS inhibitor GFP MFI %	21.5	-6.4	2.4	-6.7	5.5	-12.8

55: CN(CCCNC(=O)c1cccc(N2CCCC2=O)c1)c1ccccc1
56: O=C(c1cc(-c2cccc(O)c2)on1)N1CCCCC1
57: Cc1ccnc(NC(=O)CSc2cc(=O)n(C)c3ccccc23)c1
58: CCn1c(=O)cc(SCC(=O)NCCCN2CCN(c3ccc(F)cc3)CC2)c2ccccc21
59: CC(C)Oc1cc(O)c2c(=O)c(-c3ccc(O)cc3)coc2c1
60: CCCC(=O)Nc1cccc(NC(=O)CN2CCN(c3ccccc3OC)CC2)c1
entry no.	55	56	57	58	59	60
QS inhibitor	-6.9	-6.8	-6.3	-1.6	-1.7	0.4
QS inhibitor GFP MFI %	-13.7	-19.2	-5.5	-11.5	-1.2	34.0

61: O=C(NCC(c1cccnc1)N1CCOCC1)c1ccco1 (stereo not given)
62: O=C(Cn1cnc2c(nnn2-c2ccc(F)cc2)c1=O)N1CCCc2ccccc21
63: O=C(CCS(=O)(=O)c1cccc2nsnc12)N1CC(=O)N(CCc2ccccc2)C(=O)C1
64: COc1ccc(C(NC(=O)CNC(C)=O)C(=O)Nc2ccc3c(c2)OCCO3)cc1 (stereo not given)
65: COc1ccc(OC)c(N2C(N)=C(C#N)C(c3ccc(OC)c(O)c3)C3=C2CC(C)(C)CC3=O)c1 (stereo not given)
66: Cc1c(C(=O)O)oc2ccc(S(=O)(=O)N(CC(C)C)CC(C)C)cc12
entry no.	61	62	63	64	65	66
QS inhibitor	0.9	0.1	2.2	-2.2	-2.1	-2.6
QS inhibitor GFP MFI %	-0.7	-0.5	1.4	-10.0	-8.2	6.2

67: Cc1cc2cc(CN(CCN3CCOCC3)C(=O)Nc3ccccc3F)c(=O)[nH]c2cc1C
68: COc1cc(NC(=O)C2CCCN2C(=O)OCc2ccccc2)cc(OC)c1 (stereo not given)
69: COc1ccc(OC)c(Nc2cc(C(=O)NCCCN3CCOCC3)c3ccccc3n2)c1
70: COc1ccc(S(=O)(=O)N(C)CC(=O)N2CCCCC2)cc1Cl
71: O=C(O)c1ccn(Cn2cnc3ccccc32)n1
72: COc1ccc(C2=NO[C@@H]3C(=O)N(c4cccc(C)c4C)C(=O)[C@H]23)cc1OC
entry no.	67	68	69	70	71	72
QS inhibitor	16.8	3.9	20.7	-1.4	4.9	-1.2
QS inhibitor GFP MFI %	22.0	9.7	29.9	-31.6	11.5	1.6

73: CC(C)Cn1c(N)c(C(=O)NCCN2CCOCC2)c2nc3ccccc3nc21
74: Cc1ccc(S(=O)(=O)c2c(C)nn(C(C)(C)C)c2OC(=O)c2ccc(Br)o2)cc1
75: COc1cccc(-c2nn(C)c3sc(C(=O)N4CCN(c5ccccc5)CC4)cc23)c1
76: COc1ccc(/C(O)=C2\C(=O)C(=O)N(c3cc(C)on3)C2c2ccccc2OC)cc1 (stereo not given)
77: O=C(CN1CCOCC1)NCC12CC3CC(CC(C3)C1)C2
78: C=CCn1c(=N)n(CC(O)COc2ccccc2OC)c2ccccc21 (stereo not given)
entry no.	73	74	75	76	77	78
QS inhibitor	-0.3	51.7*	30.9	-0.2	-2.3	-1.1
QS inhibitor GFP MFI %	-17.2	75.5*	46.2	0.9	-4.6	-2.5

# Grouped by structure: the compounds so far containing a furan ring, fused or not
5: COC(=O)c1oc2ccc(OC)cc2c1N
9: CCc1ccccc1NC1c2ccccc2C(=O)N1Cc1ccco1 (stereo not given)
31: Cc1cccc2cc(C(c3nnnn3C(C)(C)C)N3CCN(C(=O)c4ccco4)CC3)c(=O)[nH]c12 (stereo not given)
61: O=C(NCC(c1cccnc1)N1CCOCC1)c1ccco1 (stereo not given)
66: Cc1c(C(=O)O)oc2ccc(S(=O)(=O)N(CC(C)C)CC(C)C)cc12
74: Cc1ccc(S(=O)(=O)c2c(C)nn(C(C)(C)C)c2OC(=O)c2ccc(Br)o2)cc1
entry no.	5	9	31	61	66	74
QS inhibitor	0.4	9.4	0.9	0.9	-2.6	51.7*
QS inhibitor GFP MFI %	0.2	13.6	5.4	-0.7	6.2	75.5*

# Going on with the list.
79: O=C(NCc1ccco1)c1cc2c(s1)CSC2
80: CC(=O)Nc1ccc(NC2=CC(=O)CC(C)(C)C2)cc1
81: O=C(c1ccco1)N1CCN(S(=O)(=O)c2cccc3nsnc23)CC1
82: CC(C(=O)Oc1ccc2c(c1)OCO2)N1C(=O)c2ccccc2C1=O (stereo not given)
83: Cn1c(C(=O)NCCN2CCN(c3ccccc3F)CC2)cc2c(=O)n(C)c3ccccc3c21
84: Cc1ccc(NC(=O)Cn2c(=O)n(CCCC(=O)NCc3ccco3)c(=O)c3ccccc32)cc1
entry no.	79	80	81	82	83	84
QS inhibitor	1.3	-0.9	-2.3	-0.9	-1.7	1.6
QS inhibitor GFP MFI %	-6.2	-0.2	-2.8	-9.7	-1.7	24.1

85: CCC(Sc1ncccc1C(=O)OCCN1CCCC1=O)C(=O)NCc1ccco1 (stereo not given)
86: Cn1c(C(=O)N2CCCCCC2)cc2c(=O)n(C)c3ccccc3c21
87: COc1ccc(CSCCN)cc1Cl
88: CCC(C)NC(=O)C1CCN(S(=O)(=O)N2CCCC2)CC1 (stereo not given)
89: C[C@]12CCC(=O)C=C1CC[C@@H]1[C@@H]2C(=O)C[C@@]2(C)[C@H]1CC[C@]2(O)C(=O)CO
90: CCOc1ccc(NC(=O)c2nnn(CC(=O)Nc3ccccc3OCC)c2N)cc1
entry no.	85	86	87	88	89	90
QS inhibitor	-2.7	-2.9	-0.2	0.7	-1.5	3.8
QS inhibitor GFP MFI %	-7.3	-11.7	11.7	25.8	4.2	17.2

# Single records, from the list above:
# Cn1c(C(=O)N2CCCCCC2)cc2c(=O)n(C)c3ccccc3c21 reads QS inhibitor = -2.9; QS inhibitor GFP MFI % = -11.7
# COc1ccc(CSCCN)cc1Cl reads QS inhibitor = -0.2; QS inhibitor GFP MFI % = 11.7

# Next compounds:
91: CCOC(=O)n1ccc(C(=O)Nc2ccccc2F)n1
92: C=CCn1c(SCC(=O)N2CCN(c3ccc(F)cc3)CC2)nnc1-c1cccs1
93: CCCCCNC(=O)c1ccc2c(=O)[nH]c3c(C(=O)NCC4CCCO4)sc(=S)n3c2c1 (stereo not given)
94: O=C(C1CC1)N1CCC(c2nc(-c3ccc(S(=O)(=O)NCC4CCCO4)cc3)no2)CC1 (stereo not given)
95: Cc1cc(C)cc(NC(=O)CN(C)S(=O)(=O)c2cnc[nH]2)c1
96: CC(=O)N(C)c1ccc(NC(=O)c2cnn(C)c2)cc1
entry no.	91	92	93	94	95	96
QS inhibitor	15.3	1.6	1.8	0.0	-0.5	-1.9
QS inhibitor GFP MFI %	31.7	9.5	6.0	-5.8	-11.6	1.6

# Not all compounds are listed; rates above refer to the full screens.
